Compound activity as filed in PubChem BioAssay.
M. tuberculosis HTS = M. tuberculosis growth inhibition, HTS (AID 449762); M. tuberculosis H37Rv growth inhibition, 7H9 media; higher % means a stronger effect; inhibition, % at 25 µM, or IC50 in µM where a hit was titrated; 330,000 compounds, 0.59% hits; in the data active = a potency from the dose series; inconclusive = inhibition above about 70% without an active follow-up result;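 also: bacterial growth assessed after seven days of incubation; strong numbers were not always called active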
Salmonella PhoP GFP = PhoP regulon inhibitors, Salmonella typhi PhoP promoter GFP reporter, confirmatory (AID 1850). Salmonella Typhi PhoP-promoter GFP reporter, fluorescence, 4 h; higher % means a stronger effect. inhibition, % at 50 µM, or IC50 in µM where a hit was titrated. 310,000 compounds, 0.33% hits; in the data active = a potency from the dose series; inconclusive = inhibition mostly from about 25% at the one dose, without a potency; inactive = the rest, 99 in 100 with inhibition below about 19%;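 also: 0% = induced wells with vehicle and 100% = uninduced wells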
influenza NS1A = NS1A inhibition, H1N1 influenza, cell based functional assay (AID 504329) | inhibition, % at 12.5 µM, or IC50 in µM where a hit was titrated | 340,000 compounds, 0.3% hits | NS1A functional cell-based assay, percent inhibition; higher % means a stronger effect; in the data active = a potency from the dose series; inconclusive = inhibition above about 27% without an active follow-up result; also: strong numbers were not always called active
M. tuberculosis = growth inhibition of non-replicating M. tuberculosis (AID 488890); Mycobacterium tuberculosis non-replicating, growth inhibition; higher % means a stronger effect; inhibition, % at 25 µM, or IC50 in µM where a hit was titrated; 320,000 compounds, 0.39% hits; in the data active = a potency from the dose series; inconclusive = inhibition mostly from about 82% at the one dose, without a potency; inactive = the rest, 99 in 100 with inhibition below about 76%;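 also: plate controls were DMSO cells for no effect and high antibiotic wells for full effect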
VEEV TC-83 Vero = inhibitors of VEEV TC-83 cytopathic effect, confirmation, Vero cells (AID 588727); inhibition, % at 20 µM, or IC50 in µM where a hit was titrated; Vero cells, VEEV TC-83 cytopathic effect inhibition; higher % means a stronger effect; 350,000 compounds, 0.13% hits; in the data active = a potency from the dose series; inconclusive = inhibition mostly from about 14% at the one dose, without a potency; inactive = the rest, 99 in 100 with inhibition below about 12%; also: strong numbers were not always called active
VEEV TC-83 Vero 10K pilot screen = further read-out of VEEV TC-83 Vero, marked with its call; inhibition, %; measured here: 10K pilot screen inhibition
* = called active by the depositor; i = inactive; ? = inconclusive; / = no result given.

Preview:
SMILES | M. tuberculosis HTS | Salmonella PhoP GFP | influenza NS1A | M. tuberculosis | VEEV TC-83 Vero | others
CC1CCCC(C)N1C(=O)CSc1nccc(=O)[nH]1 (centres undefined) | 1% | -4% | 0% | 0% | 0.9%
Cc1nc2sc(C(c3ccco3)N3CCC4(CC3)OCCO4)c(O)n2n1 (centres undefined) | -5% | 0% | -2% | -14% | i

This part in full, from the first entry:
SMILES | M. tuberculosis HTS | Salmonella PhoP GFP | influenza NS1A | M. tuberculosis | VEEV TC-83 Vero | others
CC1CCCC(C)N1C(=O)CSc1nccc(=O)[nH]1 (centres undefined) | 1% | -4% | 0% | 0% | 0.9%
Cc1nc2sc(C(c3ccco3)N3CCC4(CC3)OCCO4)c(O)n2n1 (centres undefined) | -5% | 0% | -2% | -14% | i
O=C(c1ccco1)N1CCN(c2ncnc3sc4c(c23)CCC4)CC1 | 1% | 1% | 5% | 10% | 2.3%
Cc1cnc(C(=O)Nc2ccc(S(=O)(=O)N(C(C)C)C(C)C)cc2)cn1 | -7% | 2% | 4% | -14% | 0.8%
CC12CCC3C(CC=C4CC(O)CCC43C)C1CC(=CN1CCOCC1)C2=O (centres undefined) | / | / | 2% | / | i
CC1CCC[C@H](O)CCCCCc2cc(O)cc(O)c2C(=O)O1 (some centres undefined) | 11% | 24% | 3% | 18% | 6.6%
O=C(Nc1ccccc1C(=O)N1CCOCC1)c1ccc([N+](=O)[O-])cc1 | -4% | 1% | 8% | 11% | 3.8%
COC(=O)C1=C(c2ccccc2)C[C@@H]2CC[C@H]1N2C(=O)N1CCOCC1 | -1% | 6% | -11% | -1% | 0.8%
CC(=O)c1cccc(NC(=O)NCc2ccccn2)c1 | -3% | -5% | -15% | -1% | 2.7%
CCOC(=O)/C=C1\SCC(=O)N1CC(=O)Nc1ccccc1OC(F)F | 3% | -3% | 2% | 16% | 4.9%
Nc1cc(=O)nc(SCC(=O)Nc2ccccc2Cl)n1-c1ccccc1 | 3% | -1% | 0% | 16% | 1.9%
COc1cc(C(=O)NNC(=O)c2nn(C)c(=O)c3ccccc23)cc(OC)c1OC | 1% | / | -15% | 9% | 7.7%
O=C(NCCc1ccccc1)c1cccnc1N1CCCCCC1 | -1% | -4% | -9% | -10% | i
CCCCNC(=O)CSc1nc2ccc(N3CCOCC3)cc2c(=O)n1CCc1ccccc1 | 8% | 0% | -2% | -11% | 1.5%
COc1ccc(NC(=S)N(CCN2CCOCC2)Cc2cc3cc4c(cc3[nH]c2=O)OCCO4)cc1 | -8% | -13% | -6% | 1% | 9.4%
COc1ccc(Sc2ccc(/C=C3\C(=O)NN(c4ccccc4)C3=O)o2)cc1 | ? | -10% | -3% | ? | 2.8%
OCC1(CC2CCCCO2)CCN(Cc2cccc(O)c2)CC1 (centres undefined) | 8% | 7% | 2% | -18% | i
O=C(Nc1ccccc1)C1CCN(C(=O)c2ccco2)CC1 | -1% | 9% | -8% | 4% | 1.0%
CCOC(=O)c1cc(-c2cccs2)nc2c1c(C)nn2-c1ccccn1 | ? | 5% | -19% | 68% | 8.3%
CC(C)CNC(=O)COC(=O)c1ccc([N+](=O)[O-])cc1Cl | -6% | -1% | -11% | 47% | 0.1%
O=C(NN=C1CCCC1)C1COc2ccccc2O1 (centres undefined) | -9% | -22% | -3% | 1% | i
COc1ccc(CCNC(=O)Nc2cccs2)c(OC)c1 | 6% | 11% | 2% | 12% | 1.0%
COc1ccc(S(=O)(=O)N2CCN(S(=O)(=O)c3ccc(C(F)(F)F)cc3)CC2)cc1C | 2% | 5% | -12% | -9% | 1.5%
COc1ccc(COC(=O)c2cccc(S(=O)(=O)N3CCN(C(C)=O)CC3)c2)cc1F | -1% | 3% | -2% | -1% | 1.4%
O=C1NC(=O)C(Nc2ccc(Cl)c(Cl)c2)C(=O)N1 | / | / | -1% | / | 11%
COc1ccc([C@H]2C=C(C(=O)O)O[C@@H](OCc3ccc(CO)cc3)C2)cc1 | 2% | -10% | -6% | -11% | 0.1%
Cc1nc(CSc2nc3[nH]ncc3c(=O)n2-c2ccccc2)cs1 | -5% | -2% | 2% | 0% | i
O=C(COc1ccc(/C=N/NS(=O)(=O)c2ccccc2)cc1)Nc1cccc(Cl)c1 | 0% | -18% | -13% | 76% | 6.7%
COc1cc2oc(=O)cc(-c3ccc(-c4ccc(C)cc4)cc3)c2c(OC)c1OC | / | / | -7% | / | 3.8%
CN(C(=O)c1ccco1)c1nc(-c2ccc(Cl)cc2)cs1 | 24% | -5% | 19% | 2% | 0.6%
CCCN(CCC)C(=O)c1c(NC(=O)CC)sc2c1CCCCC2 | 1% | 5% | 11% | 5% | i
CCC(=O)O[C@H]1CC[C@H]2[C@@H]3CCC4=CC(=O)CC[C@]4(C)[C@H]3CC[C@]12C | / | / | 9% | / | 0.7%
Cc1cccc(-n2c(O)c(C=NCCN3CCNCC3)c(=O)[nH]c2=S)c1 | 0% | 6% | -18% | -2% | i
CSc1ccccc1C(=O)Nc1nc2ccccc2[nH]1 | -1% | -10% | 5% | 21% | 1.9%
CC(Oc1ccc(Cl)cc1)c1ccnn1S(=O)(=O)c1ccccc1 (centres undefined) | 0% | -1% | 6% | 41% | 2.7%
O=C(CN1CCOCC1)N1CCOCC1 | / | / | -4% | / | 0.2%
CCCCOc1c(Br)cc(/C=N/O)cc1OCC | ? | -7% | -3% | 2% | 2.5%
O=C(NNC(=O)c1cc(-c2cccnc2)nc2ccccc12)Nc1ccc(Cl)cc1 | 59% | 6% | 10% | 0% | 4.6%
CCN(CC)S(=O)(=O)c1ccc(F)cc1 | -9% | -6% | 5% | -3% | 1.5%
NS(=O)(=O)c1ccc(NC(=O)c2ccc(S(=O)(=O)N3CCOCC3)o2)cc1 | 3% | 1% | / | 1% | i
CCOC(=O)C1=C(CN2CCN(C(=O)c3ccco3)CC2)NC(=O)NC1c1ccc(OC(C)C)cc1 (centres undefined) | 3% | 5% | 9% | 18% | i
COC(=O)CNC(=O)C12CC3CC(C1)CC(c1ccc(C)cc1)(C3)C2 | 2% | -5% | -8% | 13% | 0.7%
CNC(=O)c1sc(-c2ccccc2)nc1C | 6% | -2% | 2% | -8% | 1.3% | VEEV TC-83 Vero 10K pilot screen=1.4
CCC(C)[C@H](NC(=O)NCCC1=CCCCC1)C(=O)OC (some centres undefined) | -4% | -2% | -22% | 5% | 1.5%
CCN(C(=O)Cn1c(=O)oc2ccccc21)c1c(N)n(Cc2ccccc2)c(=O)[nH]c1=O | -1% | / | 1% | -9% | i
O=C(c1cc(COc2cccc(C(F)(F)F)c2)on1)N1C[C@@H]2CCC[C@H]1C2 | 24% | -5% | -9% | 23% | 2.5%
O=C(CN1C(=O)c2ccccc2C1=O)N1CCN=C1c1ccccc1 | -3% | 11% | 5% | -6% | 1.6%
CCS(=O)(=O)NCCc1csc(-c2cccnc2)n1 | -3% | -17% | -6% | -22% | 2.4%
O=C(c1cc2ccc([N+](=O)[O-])cc2oc1=O)N1CCOCC1 | 2% | 0% | -12% | 5% | 2.0%
CCOC(=O)C1=CN(Cc2ccco2)S(=O)(=O)NC1c1ccc(Br)cc1F (centres undefined) | / | / | -17% | / | 0.6%
Cc1cc(=O)oc2cc(OCC(=O)OCC(=O)Nc3ccc(C(C)C)cc3)ccc12 | 13% | -8% | 0% | 5% | i
Cc1ccc(CSCC(=O)N(CCC(C)C)c2c(N)n(Cc3ccccc3)c(=O)[nH]c2=O)cc1 | 0% | -2% | -5% | 13% | 1.6%
c1ccc2oc(-c3ccc(Nc4nc(N5CCCC5)nc(N5CCOCC5)n4)cc3)nc2c1 | -2% | -13% | / | 4% | /
CCOC(=O)Cc1nnc(NCc2ccccc2)c2ccccc12 | 5% | 0% | -46% | 37% | i
O=C1Nc2ccccc2N(O)N1c1ccc(S(=O)(=O)N2CCOCC2)cc1 | 3% | -9% | -1% | -19% | 2.9%
CCOC(=O)CSc1nc2ccccc2c(=O)n1CC1CCCO1 (centres undefined) | -10% | 0% | 7% | 2% | 0.4%
CC(C)CN1C(=O)NC(NC(=O)c2cccnc2)(C(F)(F)F)C1=O (centres undefined) | -8% | -7% | 5% | 1% | i
Cc1ccc(-c2cc(C(=O)N/N=C/c3c[nH]c4ccccc34)n[nH]2)o1 | 53% | -7% | 10% | 61% | ?
CC(=O)NC(=S)Nc1ccc(NC(=O)COc2ccc(Cl)cc2)cc1 | ? | -4% | 0% | 55% | 6.5%
Cc1cc(C)n(CCN(C)C(=O)CCc2nnc(-c3ccc4c(c3)OCO4)o2)n1 | -6% | 0% | 7% | -4% | 2.0%

Later entries:
SMILES | M. tuberculosis HTS | Salmonella PhoP GFP | influenza NS1A | M. tuberculosis | VEEV TC-83 Vero | others
O=c1cc(CN2CCN(c3ccccc3F)CC2)c2cc(O)c(-c3ccccc3)cc2o1 | -8% | -20% | 8% | -18% | 0.2%
COC1=CC2[C@@H]3Cc4ccc(OC)c(O)c4[C@]2(CCN3C)CC1=O (some centres undefined) | 6% | / | -17% | 2% | 0.7%
O=C(CCCNC(=O)/C(=C\c1ccc(F)cc1)NC(=O)c1ccccc1)OCc1ccccc1 | -5% | -4% | 11% | 11% | i
CCc1ccc(C(=O)NC(C(=O)NCC2CCCO2)C(C)C)cc1 (centres undefined) | 0% | 12% | 2% | -6% | i
CC(C)C(C)NC(=O)CSc1ccc(S(=O)(=O)N2CCOCC2)cn1 (centres undefined) | -12% | / | 4% | -7% | 2.7%
CC(C)C(=O)OC1CCS(=O)(=O)c2sccc21 (centres undefined) | 1% | -9% | -11% | 0% | 0.7%
CC(=O)Nc1ccc(S(=O)(=O)NC(C(=O)O)C(C)O)cc1 (centres undefined) | 6% | -10% | 11% | 2% | i
CN1CC(=O)N(CC(=O)Nc2ccc(N(C)C)cc2)c2ccccc2C1=O | -2% | -8% | 6% | 6% | i
CC1CCN(C2(O)C(=O)Nc3ccc([N+](=O)[O-])cc32)CC1 (centres undefined) | -7% | -2% | -13% | 0% | 3.3%
COc1ccc(/C(N)=N/OC(=O)c2ccc(C)c([N+](=O)[O-])c2)cc1 | -2% | 2% | 1% | 28% | 3.4%
COc1ccc(S(=O)(=O)N(CC(=O)N2CCN(c3ccccc3OC)CC2)c2ccccc2)cc1 | -15% | 8% | 4% | 22% | 6.7%
COc1cnc(-c2ccccn2)nc1Sc1ccc(Cl)cc1 | ? | -10% | -9% | ? | i
Cc1cc(C)nc(/N=C(/NC(=O)c2ccccc2)Nc2ccccc2)n1 | -7% | 0% | 10% | -19% | 1.7%
CC(/C=N/NC(=O)c1cc(C(C)C)[nH]n1)=C\c1ccccc1 | -1% | -6% | -9% | -3% | 0.6%
O=C(CN1C(=O)c2cccnc2Oc2ccc(Cl)cc21)N1CCCC1 | 4% | -1% | -13% | -8% | 1.3%

Ordered by molecular weight (smallest number first): some entries from above
SMILES | M. tuberculosis HTS | Salmonella PhoP GFP | influenza NS1A | M. tuberculosis | VEEV TC-83 Vero | others
COC1=CC2[C@@H]3Cc4ccc(OC)c(O)c4[C@]2(CCN3C)CC1=O (some centres undefined) | 6% | / | -17% | 2% | 0.7%
COc1cnc(-c2ccccn2)nc1Sc1ccc(Cl)cc1 | ? | -10% | -9% | ? | i
O=C(CN1C(=O)c2cccnc2Oc2ccc(Cl)cc21)N1CCCC1 | 4% | -1% | -13% | -8% | 1.3%

The main list resumes, starting 2 compounds before the break.
SMILES | M. tuberculosis HTS | Salmonella PhoP GFP | influenza NS1A | M. tuberculosis | VEEV TC-83 Vero | others
CC(/C=N/NC(=O)c1cc(C(C)C)[nH]n1)=C\c1ccccc1 | -1% | -6% | -9% | -3% | 0.6%
O=C(CN1C(=O)c2cccnc2Oc2ccc(Cl)cc21)N1CCCC1 | 4% | -1% | -13% | -8% | 1.3%
CCc1cc2c(SCC(=O)N3CCCC3=O)ncnc2s1 | 1% | / | 12% | -17% | 3.1%
CS(=O)(=O)c1ccc2nc(NC(=O)C3CC(=O)N(c4ccc(F)cc4)C3)sc2c1 (centres undefined) | -3% | 0% | 0% | -5% | 2.1%
O=C(Cn1cnc([N+](=O)[O-])n1)NCCc1ccccc1 | -1% | 14% | / | 6% | i
CC(C)c1c(C(=O)N/N=C/c2ccc(-c3ccccc3)cc2)nnn1-c1nonc1N | -2% | 7% | 0% | 0% | 0.4%
COc1ccc(OC)c(NC(=O)COC(=O)C2CCC2)c1 | 5% | / | -2% | 4% | 0.8%
C=C1c2ccccc2NC(=O)N1c1ccc(C)cc1 | 0% | -5% | -1% | -2% | 2.4%
CC(C)CCn1nc(C(=O)OC(C)C(=O)NC(N)=O)c2ccccc2c1=O (centres undefined) | 2% | -5% | 7% | 23% | 1.4%
C=CCSc1nc2c(c(=O)[nH]c(=O)n2C)n1Cc1ccccc1 | 4% | -3% | -1% | 12% | i
